Source: PubChem (National Center for Advancing Translational Sciences (NCATS))
HepG2 tox – counter-screen for TGF-b inhibitors: cytotoxicity in HepG2 cells; 0.76% of 410,000 active; Potency, µM (highest dose often 46.1 µM), without a hit: at the highest dose activity change, negative = cytotoxicity, most hits filed as cytotoxic; HepG2 CAGA-GFP viability, ATP luminescence, 18 h; note: some results filed as inactive show a strong effect at the top dose
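CellTiter-Glo luminescence gave cytotoxicity after 18 hours at 37 degrees C. The cells were HepG2 CAGA-GFP in 1% FBS DMEM, stimulated with 500 pg/mL TGF-beta after compound addition. %Activity was normalised to no-cell wells (complete cell-killing) and DMSO (no toxicity), and curves were fitted and classified.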
Nrf2 ARE act – activators of Nrf2 (ARE) signaling; AREc32 ARE-luciferase reporter (MCF7-derived line), luminescence, 24 h; Potency, µM (doses to about 46.1 µM), inactives show top-dose activation, hits mostly activators; 0.31% of 410,000 active; AID 624171; note: % of control where 0% means no effect; nearly all actives have a fitted effect of over 65% in size
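Luciferase luminescence (Steady-Glo, 30 min at room temperature) served as the read-out of ARE activation in AREc32 cells treated with compounds for 24 hr at 37 deg C.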
ATXN viability – cell viability loss in ATXN counter-screen. S2 cells (HEK-293 line with an ATXN2-luciferase reporter) viability, CellTiter-Fluor protease fluorescence, 24 h. 0.49% of 400,000 active. AID 651635. Potency, µM (highest dose often 56.7 µM), actives largely listed as cytotoxic; note: nearly all actives have a fitted effect of over 40% in size
EPAC2 antag – blocks human EPAC2 exchange factor; Potency, µM (top dose mostly 114 µM), without a hit: top-dose activity, negative = inhibition, hits mostly inhibitors; EPAC2 GEF exchange of Rap1B-BODIPY-GDP, fluorescence; Q8WZA2; AID 720708; 0.18% of 360,000 active; note: % is set by controls: 0 for no effect and ±100 for the full control effect; nearly all actives have a fitted effect of over 45% in size; many of its hits are not listed in these tables
Target sequence (Q8WZA2 whole entry, looked up): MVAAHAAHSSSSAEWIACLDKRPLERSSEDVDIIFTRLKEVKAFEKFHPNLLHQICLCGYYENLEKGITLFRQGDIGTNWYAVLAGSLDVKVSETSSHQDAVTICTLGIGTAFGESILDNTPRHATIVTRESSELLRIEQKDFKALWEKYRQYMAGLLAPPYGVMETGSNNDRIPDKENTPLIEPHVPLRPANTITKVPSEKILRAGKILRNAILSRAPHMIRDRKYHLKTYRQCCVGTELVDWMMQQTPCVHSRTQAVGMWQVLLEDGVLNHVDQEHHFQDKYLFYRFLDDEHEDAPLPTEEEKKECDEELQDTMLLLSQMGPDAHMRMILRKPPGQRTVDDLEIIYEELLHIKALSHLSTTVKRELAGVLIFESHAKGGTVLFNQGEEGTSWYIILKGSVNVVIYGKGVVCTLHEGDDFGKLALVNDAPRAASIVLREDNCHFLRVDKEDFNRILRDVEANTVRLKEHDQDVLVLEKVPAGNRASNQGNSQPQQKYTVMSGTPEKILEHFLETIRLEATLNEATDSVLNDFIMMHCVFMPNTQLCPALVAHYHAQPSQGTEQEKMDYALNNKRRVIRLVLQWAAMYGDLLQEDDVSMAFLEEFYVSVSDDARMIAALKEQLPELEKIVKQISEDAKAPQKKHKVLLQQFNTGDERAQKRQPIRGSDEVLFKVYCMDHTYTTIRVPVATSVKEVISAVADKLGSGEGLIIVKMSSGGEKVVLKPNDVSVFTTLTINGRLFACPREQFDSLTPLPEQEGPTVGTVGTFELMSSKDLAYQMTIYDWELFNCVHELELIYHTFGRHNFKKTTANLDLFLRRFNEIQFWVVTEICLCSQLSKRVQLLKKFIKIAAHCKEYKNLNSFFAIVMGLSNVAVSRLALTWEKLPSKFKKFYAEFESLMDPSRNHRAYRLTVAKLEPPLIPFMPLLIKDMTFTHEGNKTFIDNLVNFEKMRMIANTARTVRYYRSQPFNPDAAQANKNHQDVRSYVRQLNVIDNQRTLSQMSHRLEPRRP
Nrf2 inh – Nrf2 pathway inhibition. Potency, µM (series often up to 46 µM), for the others: at the top dose activity change, negative = inhibition, hits mostly inhibitors. 2.1% of 360,000 active. A549 ARE-Fluc reporter, luciferase luminescence, 18-24 h; note: % is set by controls: 0 for no effect and ±100 for the full control effect; nearly all actives have a fitted effect of over 60% in size
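Two sequential reads on A549 ARE_Fluc cells exposed to compound for 18-24 h: a CellTiter-Fluor fluorescence read for viability, then a luciferase luminescence read for Nrf2/ARE activity.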
MCF10A rerep – induces DNA re-replication in MCF 10a normal breast cells; MCF 10A DNA re-replication, Hoechst nuclear intensity, 48 h; Potency, µM (series often up to 46.1 µM), for inactives: top-dose activity, positive = re-replication, usual class: activators; 2.9% of 350,000 active; AID 624296; note: % of control where 0% means no effect; nearly all actives have a fitted effect of over 50% in size
A549 viability – counter-screen for Nrf2 inhibitors: cytotoxicity in A549 cells; A549 ARE-Fluc cells, CellTiter-Fluor viability, 18-24 h; Potency, µM (series often up to 46 µM), for inactives: at the highest dose activity change, negative = cytotoxicity, hits mostly inhibitors; 0.16% of 390,000 active; note: % is set by controls: 0 for no effect and ±100 for the full control effect
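A549 ARE_Fluc cells in 5% FBS OPTI-MEM were exposed to compounds in concentration-response for 18-24 h at 37 deg C. Viability was read by CellTiter-Fluor fluorescence (Ex 405/Em 525) after 30 min, before the luciferase read.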
ATXN2 expr inh – ATXN2 expression inhibition; HEK-293 ATXN2-luciferase reporter, luminescence, 24 h; Potency, µM (series often up to 57 µM), without a hit: at the highest dose activity change, negative = inhibition, most hits filed as inhibitors; 0.72% of 360,000 active; note: % is set by controls: 0 for no effect and ±100 for the full control effect; nearly all actives have a fitted effect of over 55% in size
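ATXN2-luciferase reporter cells (luciferase flanked by upstream and downstream ATXN2 gene portions) were treated 24 h at 37 °C with compounds at up to 57 uM. SteadyGlo luminescence gave expression; GF-AFC fluorescence gave viability.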
TGFb SMAD3 inh – inhibitors of TGF-b signaling | Potency, µM (series often up to 46.1 µM), inactives show at the top dose activity, negative = inhibition, hits mostly inhibitors | AID 588855 | 1.2% of 410,000 active | HepG2 CAGA-GFP TGF-b/SMAD3 reporter, GFP fluorescence, 18 h; TGF-beta stimulated, 500 pg/mL final; note: % is set by controls: 0 for no effect and ±100 for the full control effect; nearly all actives have a fitted effect of over 65% in size
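HEPG2 CAGA-GFP, 1000 cells/well; 2 h settle, 37 C; cpd via pin tool; TGF-b 500 pg/mL final; 18 h, 37 C; GFP imaging ex488/em500-530; %Activity normalised to -TGF-b and +DMSO controls; CRC fit, curve class.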
Starred values were filed as active, the others as inactive; i = inactive; ? = inconclusive; nt = no result given; & = joins results of further samples; [ ] = dose if it differs, or a comment. Calls come from the whole dose curve; as a rule, active = well fitted curve in the direction sought with a large enough effect; inconclusive = small, poorly fitted or top-dose-only effect, or another doubt; inactive = no such curve, though single readings can be large; an effect the other way counts as inactive or inconclusive. Potency is the fitted concentration of half-maximal effect. These rows are one share of the data. The share of hits here may be higher or lower than overall.

Every second line gives: HepG2 tox | Nrf2 ARE act | ATXN viability | EPAC2 antag | Nrf2 inh | MCF10A rerep | A549 viability | ATXN2 expr inh | TGFb SMAD3 inh
> COc1cc(CN(C2CCCCC2)S(=O)(=O)c2ccc(S(=O)(=O)N(C)C3CCCCC3)cc2)cc(OC)c1OC
→ 2% | 0.3% | i | 2% | -3% | 11% | -1% | -7% | 1%
> COc1cccc(C(=O)NNC2OC(CO)C(O)C2O)c1 (centres undefined)
→ 10% | -0.3% | i | -4% | ? | 2% | 3% | -10% | 2%
> O=C(N/N=C/c1ccc(Br)s1)c1cccnc1
→ -28% | 0.0% | i | 6% | -5% | -2% | 1% | 3% | -5%
> CCN(CC)S(=O)(=O)c1ccc(N2CCc3ccccc3C2)nc1
→ -24% | 25% | i | -2% | ? | ? | 4% | -14% | -13%
> Cc1ccc(CN2CCC(CNC(=O)Nc3ccccc3F)CC2)cc1
→ -26%&-21% | -0.4%&7.7% | i | 6% | ? | 15% | -7%&-9% | -16%&-17% | -6%&-15%
> C=C1C(=O)C23C(O)C1CCC2C12CCCC(C)(COC(C)=O)C1C(O)C3(O)OC2 (centres undefined)
→ 3.2µM* | -3.5% | 7.1µM* | 0% | 9.2µM* | 0.73µM* | 18µM* | ? | 2µM*
> Cc1ccc(Cn2c(CN3CC(C)OC(C)C3)nc3c2c(=O)[nH]c(=O)n3C)cc1 (centres undefined)
→ -2% | -0.2% | i | 2% | nt | -23% | 17% | -12% | ?
> O=C(CCS(=O)(=O)c1ccc(Br)cc1)Nc1ccccn1
→ -4% | 0.4% | i | -8% | -2% | 6% | 10% | 3% | -2%
> CC(=O)N1CCCN(Cc2cn(-c3cc(C)ccc3C)nc2-c2ccccc2)CC1
→ -34% | 2.8% | ? | 4% | 1% | -28% | -10% | -24% | -21%
> C/C(=N\NC(=O)CSc1nc2ccccc2o1)c1cccc(O)c1
→ -18% | 13% | i | 2% | -7% | 2% | -2% | nt | 0%
> O=C(Nc1ccc(O)c(-c2nc3ccccc3s2)c1)C1=COCCO1
→ -14% | 6.2% | i | 2% | 18% | 1% | -13% | 2% | 0%
> O=C(COc1ccccc1)NCC(=O)N1CCCCCC1
→ 3% | -0.6% | i | -2% | 2% | 21% | 4% | 7% | 11%
> CCOC(=O)c1c(C)[nH]c(C)c1S(=O)(=O)N1CCN(C(=O)c2ccco2)CC1
→ -3% | -0.5% | ? | 1% | -4% | -3% | -3% | nt | -5%
> Cc1cc(-n2c(C)nc3ccccc3c2=O)ccc1NC(=O)c1ccccc1[N+](=O)[O-]
→ -22% | 6.6% | i | nt | nt | nt | 1% | -12% | ?
> Cc1nn(-c2ccccc2)c(Cl)c1/C=C1\SC(=S)N(C)C1=O
→ -3% | -0.6% | i | 1% | 3% | -30%[inhibitor] | 12% | 12% | -12%

Next section; the last seven above are carried over.
Every second line gives: HepG2 tox | Nrf2 ARE act | ATXN viability | EPAC2 antag | Nrf2 inh | MCF10A rerep | A549 viability | ATXN2 expr inh | TGFb SMAD3 inh
> CC(=O)N1CCCN(Cc2cn(-c3cc(C)ccc3C)nc2-c2ccccc2)CC1
→ -34% | 2.8% | ? | 4% | 1% | -28% | -10% | -24% | -21%
> C/C(=N\NC(=O)CSc1nc2ccccc2o1)c1cccc(O)c1
→ -18% | 13% | i | 2% | -7% | 2% | -2% | nt | 0%
> O=C(Nc1ccc(O)c(-c2nc3ccccc3s2)c1)C1=COCCO1
→ -14% | 6.2% | i | 2% | 18% | 1% | -13% | 2% | 0%
> O=C(COc1ccccc1)NCC(=O)N1CCCCCC1
→ 3% | -0.6% | i | -2% | 2% | 21% | 4% | 7% | 11%
> CCOC(=O)c1c(C)[nH]c(C)c1S(=O)(=O)N1CCN(C(=O)c2ccco2)CC1
→ -3% | -0.5% | ? | 1% | -4% | -3% | -3% | nt | -5%
> Cc1cc(-n2c(C)nc3ccccc3c2=O)ccc1NC(=O)c1ccccc1[N+](=O)[O-]
→ -22% | 6.6% | i | nt | nt | nt | 1% | -12% | ?
> Cc1nn(-c2ccccc2)c(Cl)c1/C=C1\SC(=S)N(C)C1=O
→ -3% | -0.6% | i | 1% | 3% | -30%[inhibitor] | 12% | 12% | -12%
> COc1cc(NC(=O)COc2ccc(C)c(C)c2)ccc1NC(=O)c1ccco1
→ 5% | 0.0% | i | ? | 10% | ? | -3% | 11% | 15%
> CS(=O)(=O)c1nc(-c2ccccc2)c(-c2ccccc2)[nH]1
→ 9% | 13% | i | 3% | 10% | 5% | 1% | -9% | -6%
> O=C(Nc1ccc(N2CCCC(O)C2)cc1)c1snc2c(=O)[nH]cnc12 (centres undefined)
→ -31% | 0.1% | i | -6% | ? | -4% | -16% | 18% | 2%
> Cc1ccc(NS(=O)(=O)c2cccc(C(=O)NCCc3c[nH]c4ccccc34)c2)c(C)c1
→ -19% | 0.7% | i | -4% | -17% | ? | -1% | ? | ?
> O=C1c2ccccc2C(=O)N1CN(C(=O)c1ccccc1)c1ccc(O)cc1
→ 18% | -0.2% | ? | -3%[57.1 µM] | 10% | ? | -3% | nt | 15%
> CC1CCCC(C)N1CCNC(=O)CCn1nc(-c2ccccc2)ccc1=O (centres undefined)
→ 0% | 0.4% | i | 8% | 6% | -1% | -1% | -2% | -2%
> CN(CC(=O)Nc1cccc(F)c1)CC(=O)N(C)CC(=O)Nc1ccccc1Br
→ -1% | 2.4% | i | -1% | 4% | 5% | 12% | -13% | -8%
> O=C(Cc1n[nH]c(=O)[nH]c1=O)N/N=C/c1cccc(O)c1
→ -10% | -0.7% | i | 13% | 5% | -2% | 5% | -1% | 8%
> O=C(N/N=C/c1cccnc1)c1cccc(NC(=O)c2ccccc2Cl)c1
→ -2% | -0.3% | i | -9% | 8% | -34% | 0% | -2% | 13%
> COc1ccc(S(=O)(=O)N2CCOC2CNC(=O)C(=O)NCCCN(C)C)cc1C (centres undefined)
→ -2% | 3.5% | i | 3% | -10% | 24% | -13% | 2% | -2%
